Screening data (PubChem BioAssay)
MEKK2mut PB1 HTS: MEK5 binding signal on mutant MEKK2 PB1, primary screen, biochemical, multiplex bead flow cytometry, Alexa488-MEK5 | percent response, % at 10 µM | 290,000 tested, 0.35% active | Alexa488-MEK5 binding to MEKK2 mutant; in the data active means percent response above about 24%, passing the limit was not always enough; further: inactives centre near 1; some results filed as inactive read as strong as hits; reference of the scale not given here
MEKK2wt PB1 HTS: modulators of MEK5 binding to wildtype MEKK2, primary screen, biochemical, multiplex bead flow cytometry, Alexa488-MEK5. Mitogen-activated protein kinase kinase kinase 2 (Homo sapiens), Q9Y2U5. binding response (% of control), % at 10 µM. AID 1531, 2009. 290,000 tested, 1.1% active. Alexa488-MEK5 binding to MEKK2 WT; actives lie on both sides; in the data active means binding response below about 67% or above about 130%
GPR7 antag: GPR7 receptor antagonists, primary screen, cell-based, fluorescence, single concentration | inhibition, % at 4.4 µM | GPR7-expressing cells, fluorescence antagonist assay | 290,000 tested, 1.1% active; in the data active means inhibition above about 16%, passing the limit was not always enough;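 further: cells stimulated with the agonist NPW; 0% = agonist with vehicle and 100% = vehicle without agonist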
Target sequence (P48145 whole entry, looked up): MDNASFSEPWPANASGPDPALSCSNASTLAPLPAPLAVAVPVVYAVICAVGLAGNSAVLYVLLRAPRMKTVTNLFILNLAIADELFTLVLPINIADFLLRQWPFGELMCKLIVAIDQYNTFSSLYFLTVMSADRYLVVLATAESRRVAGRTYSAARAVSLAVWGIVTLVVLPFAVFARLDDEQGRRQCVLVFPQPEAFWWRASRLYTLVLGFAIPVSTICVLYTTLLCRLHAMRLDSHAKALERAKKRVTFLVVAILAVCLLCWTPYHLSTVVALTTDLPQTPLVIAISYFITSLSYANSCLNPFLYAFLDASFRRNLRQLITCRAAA
MEKK3 PB1 HTS: modulators of MEKK3-MEK5 PB1 binding, primary screen, biochemical, wildtype MEKK3, multiplex bead flow cytometry, Alexa488-MEK5; bead-based flow cytometry, Alexa488-MEK5 binding to MEKK3; actives lie on both sides; 0 = blocked by unlabeled MEK5, 100 = vehicle; binding response (% of control), % at 10 µM; 290,000 tested, 1.4% active; AID 1529, 2009;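 active means binding response more than 3 SD above or below the average of its plate-row segment, actives on both sides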;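 further: Alexa488 bead fluorescence after subtracting the streptavidin-only scavenger bead signal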
V1R ag counter: agonists of human V1a receptor, primary screen, counter-screen for OXTR agonist project, fluorescence, CHO-V1R cells. Vasopressin V1a receptor (Homo sapiens), P37288. Fluo-8 calcium fluorescence, agonist mode; 0% DMSO, 100% 3 nM vasopressin. AID 2797, 2010. 320,000 tested, 0.25% active. activation, % at 3 µM;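 active means activation above the mean activation of all tested compounds plus 3 SD, per screening run, cut at about 20% in these data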;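 further: signal is peak over basal fluorescence ratio across a 100 second FLIPR read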
GalR3 antag: GalR3 antagonists in HEK293 cells, primary screen, cell-based, fluorescence readout; Galanin receptor type 3 (Homo sapiens), O60755; HEK293 GalR3-CNG cAMP membrane potential fluorescence; galR3 body fused to GalR1 C-terminus; inhibition, % at 3 µM; 360,000 tested, 0.44% active; AID 651719, 2012;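 active means inhibition above the screen-wide average plus 3 SD, cut at about 13% in these data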;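 further: forskolin and galanin both at EC90 stimulate the cells; cAMP rise reported by CNG channel membrane potential dye signal; 0% = forskolin plus galanin with DMSO and 100% = forskolin alone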
NALP1 inh: NALP1 inflammasome inhibitors in reconstituted yeast, colorimetric, S. cerevisiae, triplicate retest; S. cerevisiae NALP1/ASC/caspase-1 growth, X-gal OD620, 72 h; inhibition, % at 10 µM; 280,000 tested, 0.61% active; AID 2071, 2009; in the data active means inhibition mostly above about 24%, no sharp cut-off; inactive means mostly below about 32%; further: some compounds called inactive have numbers as strong as hits
OXTR ag: human OXTR agonists, primary screen, fluorescence, CHO-OTR cells, Fluo-8 calcium; Fluo-8 calcium fluorescence; normalized: DMSO 0%, oxytocin 100%; AID 2435, 2010; activation, % at 3 µM; 320,000 tested, 0.32% active; Oxytocin receptor (Homo sapiens), P30559;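 active means activation above the mean of all tested compounds plus 3 SD, cutoff set per screening run, cut at about 20% in these data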;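 further: peak over basal fluorescence ratio from a 100 s FLIPR kinetic read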
Target sequence (P30559 whole entry, looked up): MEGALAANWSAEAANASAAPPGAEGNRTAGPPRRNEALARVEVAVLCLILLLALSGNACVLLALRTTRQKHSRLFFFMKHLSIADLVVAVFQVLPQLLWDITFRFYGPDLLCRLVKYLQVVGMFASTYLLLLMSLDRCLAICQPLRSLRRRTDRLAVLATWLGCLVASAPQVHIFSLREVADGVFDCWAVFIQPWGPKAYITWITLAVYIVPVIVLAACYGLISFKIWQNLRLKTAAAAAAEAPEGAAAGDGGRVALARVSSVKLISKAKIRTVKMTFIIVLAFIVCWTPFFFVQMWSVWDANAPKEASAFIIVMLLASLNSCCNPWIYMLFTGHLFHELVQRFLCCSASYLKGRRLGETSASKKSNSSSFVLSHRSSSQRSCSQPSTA
PHOSPHO1 inh: PubChem AID 1565. 290,000 tested, 1.1% active. inhibition, % at 13.3 µM. recombinant PHOSPHO1, absorbance phosphatase assay. Phosphoethanolamine/phosphocholine phosphatase (Homo sapiens), Q8TCT1; in the data active means inhibition above about 60%
Target sequence (Q8TCT1 whole entry, looked up): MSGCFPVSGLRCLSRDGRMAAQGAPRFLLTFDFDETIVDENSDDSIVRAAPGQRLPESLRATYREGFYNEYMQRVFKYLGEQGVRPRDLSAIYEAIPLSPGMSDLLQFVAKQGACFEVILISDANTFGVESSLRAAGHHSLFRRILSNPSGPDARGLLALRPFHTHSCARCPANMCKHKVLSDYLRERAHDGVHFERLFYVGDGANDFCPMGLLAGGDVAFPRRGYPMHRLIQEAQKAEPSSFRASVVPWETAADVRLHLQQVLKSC
Starred values were filed as active, the others as inactive; / = not tested or not shown.

A first look:
nr	structure	GalR3 antag	MEKK3 PB1 HTS	PHOSPHO1 inh	MEKK2mut PB1 HTS	OXTR ag	NALP1 inh	V1R ag counter	GPR7 antag	MEKK2wt PB1 HTS
1	CCOc1cc(C(=O)NC)cc(Br)c1OCc1ccccc1	-6	61	-14	-52	-1.4	11	-1.5	-10	96
2	CCOc1cc(C(=O)NCc2ccc3c(c2)OCO3)cc(OCC)c1OCC	-3	102	3	0	-1.9	21	-0.9	-3	101

The whole of this part, from the first entry:
nr	structure	GalR3 antag	MEKK3 PB1 HTS	PHOSPHO1 inh	MEKK2mut PB1 HTS	OXTR ag	NALP1 inh	V1R ag counter	GPR7 antag	MEKK2wt PB1 HTS
1	CCOc1cc(C(=O)NC)cc(Br)c1OCc1ccccc1	-6	61	-14	-52	-1.4	11	-1.5	-10	96
2	CCOc1cc(C(=O)NCc2ccc3c(c2)OCO3)cc(OCC)c1OCC	-3	102	3	0	-1.9	21	-0.9	-3	101
3	COc1ccc(CCNC(=O)Cn2c(=O)n(-c3cc(F)ccc3F)c(=O)c3sccc32)cc1OC	-9	106	21	-1	-2.4	27	-0.1	-12	102
4	Cc1cc(C)nc(/N=C(\N)N(Cc2ccccc2)Cc2ccccc2)n1	-5	89	15	-1	4.0	11	4.0	6	103
5	O=C(Nc1nnc(C2=COCCO2)o1)C1CCCCC1	-2	100	-5	4	1.1	-11	0.2	-4	104
6	Cc1cccc(-c2nc3ccccc3c(=O)n2NC(=O)c2cccnc2Cl)c1	1	101	-4	-2	0.2	9	0.6	-7	99
7	Cc1cc(C)c2c(=O)n(CC(=O)Nc3cccc(F)c3)sc2n1	2	90	-49	-8	7.8	15	12	-14	89
8	Cc1cc(C)cc(-n2ncc3c2CCCC3NC(=O)CN2CCCC2=O)c1 (configuration not stated)	-10	95	22	-11	-0.2	30	1.6	-3	91
9	COc1ccc(OC)c(C(=O)NC(CC(N)=O)c2ccc(N3CCN(c4ccccc4)CC3)c([N+](=O)[O-])c2)c1 (configuration not stated)	-6	95	-2	-6	0.1	11	2.9	-4	94
10	CCc1nnc(NC(=O)C=C(C)C)s1	-2	80	-6	-13	0.1	12	0.5	-15	102
11	Cc1cc(C(=O)CSc2nnc(N)s2)c(C)n1CCc1ccc(Cl)cc1	-5	101	74*	-3	4.4	26	0.9	-3	90
12	CC(=O)N1N=C(c2cccs2)CC1c1cccc([N+](=O)[O-])c1 (configuration not stated)	1	103	13	2	-1.2	8	0.0	-8	106
13	O=C(O)c1ccc(N2CCCCS2(=O)=O)cc1	1	94	23	-15	0.9	-6	0.2	-8	88
14	COc1ccc(Nc2nc(-c3sc(C)nc3C)cs2)c(OC)c1	-5	104	22	4	-2.3	19	-0.7	4	107
15	CCN(CC)CCNC(=O)c1cc(S(C)(=O)=O)ccc1OC	/	91	8	-5	0.8	17	0.5	5	97
16	Cc1ccc(C(C)C)c(OCC#CCN2CCOCC2)c1	-9	103	30	2	-1.6	-6	-0.6	-16	103
17	CCOC(=O)c1ccc(NC(=O)CN2CCN(Cc3ccccc3)CC2)cc1	-3	102	13	-2	0.3	5	-0.3	-6	105
18	O=C(COC(=O)C12CC3CC(CC(C3)C1)C2)NCCc1ccccc1	-2	100	-4	1	-1.7	0	-1.0	-3	102
19	COCCCNC1CS(=O)(=O)CC1O (configuration not stated)	-5	111	35	3	0.3	/	1.2	-11	112
20	COn1c(-c2ccccc2)nc2ncccc21	-7	106	11	4	-0.5	21	0.7	10	105
21	Cc1cc(NC(=O)C2CC(=O)N(c3ccc(Cl)cc3)C2)no1 (configuration not stated)	-5	99	24	2	-0.3	0	0.5	0	101
22	CCC[C@@H]1CCCO[C@@](C(=O)NCc2cc(C)n(C)n2)(C(F)(F)F)C1	-5	84	/	-7	-1.7	/	-1.1	/	88
23	S=C(Nc1ccc(Cl)cc1)N(CCCN1CCOCC1)Cc1cccs1	-6	106	-14	9	0.4	3	0.8	-7	112
24	CC1CC(C)CN(c2ccc([N+](=O)[O-])cc2-c2nn[nH]n2)C1 (configuration not stated)	0	56	6	-1	0.4	20	8.9	5	91
25	CSCCNC(=O)c1ccc2nc(C3CCCCC3)oc2c1	2	107	-12	4	-0.4	-8	1.8	-8	106

(next part)
nr	structure	GalR3 antag	MEKK3 PB1 HTS	PHOSPHO1 inh	MEKK2mut PB1 HTS	OXTR ag	NALP1 inh	V1R ag counter	GPR7 antag	MEKK2wt PB1 HTS
26	Cc1ccc(OCC(=O)Nc2ccc(O)c(-c3nc4ccccc4o3)c2)cc1	-1	/	-13	/	-0.3	24	-0.2	-10	/
27	CC(=O)Cc1cc(=O)c2c(C)cc(O)c(C3OC(CO)C(O)C(O)C3O)c2o1 (configuration not stated)	3	108	4	8	0.5	2	1.1	/	111
28	O=c1/c(=C/c2ccccc2)sc2nnc(-c3cccs3)n12	-3	79	22	-13	1.8	15	-0.4	-1	80
29	CC1CCN(S(=O)(=O)c2ccc(F)c(C(=O)O)c2)CC1	-2	100	10	3	0.3	5	1.2	-11	103
30	CCC(C)(C)NC(=O)C(c1ccc(F)cc1)N(Cc1ccco1)C(=O)CCC(=O)Nc1ccccn1 (configuration not stated)	-2	108	14	3	-2.4	11	-1.7	-9	107
31	OCCCn1c(C2CCCN2c2nc(-c3ccc(Cl)cc3)cs2)nc2cc(Cl)c(N3CCCCC3)cc21 (configuration not stated)	-2	100	/	2	-0.3	/	-0.2	/	97
32	COc1cc(C(=O)Nc2nnc(S(=O)(=O)N3CCCCCC3)s2)cc(OC)c1OC	-4	102	12	4	2.6	18	6.7	-9	103
33	COc1ccccc1C(=O)Nc1nnc(-c2ccccc2)s1	-10	98	8	1	-1.0	32	-0.1	-7	103
34	O=S1(=O)CCOCCN1Cc1ccccc1	0	97	-7	-6	0.9	12	0.5	-6	106
35	CC(C)Cn1nc(-c2ccccc2)c2ccccc2c1=O	-9	102	19	2	-0.8	1	-1.4	-20	107
36	Cc1ccc(C(=O)NCCCN2CCOCC2)cc1Cl	-1	105	3	-1	-0.7	0	-0.5	5	105
37	Cc1cc(C(=O)NNC(=O)/C=C/c2ccc(F)cc2)c(C)o1	-2	109	48	9	-0.2	7	0.5	-6	111
38	Cc1c(C(=O)NCC(c2ccco2)N2CCCC2)oc2ccc(Cl)cc12 (configuration not stated)	-6	101	7	3	0.1	13	1.4	15	114
39	N#Cc1cc(-c2cccc(Cl)c2)c[nH]c1=O	-3	104	2	-1	-0.8	29	-0.6	-3	102
40	Cc1c(C(=O)Nc2ccc(C(F)(F)F)cc2)sc2ncn(CC(=O)N3CCN(c4ccccn4)CC3)c(=O)c12	-11	101	33	-5	-0.1	-10	0.3	-9	101
41	COc1ccc2nc(SCC(=O)Nc3ccccc3)[nH]c2c1	0	90	-8	-4	0.5	32	1.6	-5	93
42	O=C(Nc1ccccc1)N1CCN(C(=O)Nc2ccccc2)CC1	/	100	16	-2	0.4	7	0.4	-3	96
43	O=C1C2C3CCC(C3)C2C(=O)N1CNc1ccc(F)cc1 (configuration not stated)	7	99	2	1	0.2	17	-0.2	-1	92
44	CC12CCC(C(=O)Nc3ccccc3)(C(Br)C1=O)C2(C)C (configuration not stated)	-5	95	-3	-1	-0.9	23	0.2	-8	95
45	C[C@]1(C(=O)O)C=C[C@@H](Cc2ccccc2)N1C(=O)c1ccccc1	-9	95	11	1	4.6	21	1.5	7	93
46	CCOC(=O)C1=C(c2ccccc2)OC(N)=C(C#N)C1C1CCCCC1 (configuration not stated)	4	104	1	-1	-1.3	6	-0.4	-5	100
47	Cc1ccc(NC(=O)CCNS(=O)(=O)c2ccc3c(c2)CCC(=O)N3)cc1C	2	100	12	2	8.2	4	0.2	-5	103
48	CCOC(=O)C1(Cc2ccccc2)CCN(Cc2cn(CC(=O)OC)c3ccccc23)CC1	-1	101	41	17	3.0	-5	0.3	32*	117
49	Oc1ccc(Nc2nc(-c3ccc4ccccc4c3)cs2)cc1	-4	100	24	-2	-1.6	39	-0.3	1	104
50	O=C(Nc1ccccc1[N+](=O)[O-])c1ccc(S(=O)(=O)N2CCCC2)cc1	-3	101	32	3	2.3	17	1.9	-16	104
51	Cc1ccc(C(=O)Nc2ccon2)cc1S(=O)(=O)N1CCCC1	-8	105	-34	5	0.1	-8	1.2	-10	108
52	COc1ccc(CCN=C(N)NS(=O)(=O)c2cccs2)cc1	-1	101	11	-3	-0.2	11	0.3	-13	97

A different layout for some results above.
Screens in order – GalR3 antag, MEKK3 PB1 HTS, PHOSPHO1 inh, MEKK2mut PB1 HTS, OXTR ag, NALP1 inh, V1R ag counter, GPR7 antag, MEKK2wt PB1 HTS
#39 N#Cc1cc(-c2cccc(Cl)c2)c[nH]c1=O
→ -3, 104, 2, -1, -0.8, 29, -0.6, -3, 102
#28 O=c1/c(=C/c2ccccc2)sc2nnc(-c3cccs3)n12
→ -3, 79, 22, -13, 1.8, 15, -0.4, -1, 80
#51 Cc1ccc(C(=O)Nc2ccon2)cc1S(=O)(=O)N1CCCC1
→ -8, 105, -34, 5, 0.1, -8, 1.2, -10, 108
#49 Oc1ccc(Nc2nc(-c3ccc4ccccc4c3)cs2)cc1
→ -4, 100, 24, -2, -1.6, 39, -0.3, 1, 104

Sorted by formula weight (low to high): part of the list above.
nr	structure	GalR3 antag	MEKK3 PB1 HTS	PHOSPHO1 inh	MEKK2mut PB1 HTS	OXTR ag	NALP1 inh	V1R ag counter	GPR7 antag	MEKK2wt PB1 HTS
49	Oc1ccc(Nc2nc(-c3ccc4ccccc4c3)cs2)cc1	-4	100	24	-2	-1.6	39	-0.3	1	104
44	CC12CCC(C(=O)Nc3ccccc3)(C(Br)C1=O)C2(C)C (configuration not stated)	-5	95	-3	-1	-0.9	23	0.2	-8	95
46	CCOC(=O)C1=C(c2ccccc2)OC(N)=C(C#N)C1C1CCCCC1 (configuration not stated)	4	104	1	-1	-1.3	6	-0.4	-5	100
27	CC(=O)Cc1cc(=O)c2c(C)cc(O)c(C3OC(CO)C(O)C(O)C3O)c2o1 (configuration not stated)	3	108	4	8	0.5	2	1.1	/	111
31	OCCCn1c(C2CCCN2c2nc(-c3ccc(Cl)cc3)cs2)nc2cc(Cl)c(N3CCCCC3)cc21 (configuration not stated)	-2	100	/	2	-0.3	/	-0.2	/	97

The order is random; about 5.4% have a hit in one of these screens.
